Screening data from PubChem.
AGP1 TOR yeast: alters AGP1-GFP fluorescence in TOR pathway yeast screen; S. cerevisiae AGP1-GFP multiplex flow cytometry, 3 h; GFP as percent of DMSO wells; GFP response vs DMSO, % at 10 µM; 320,000 compounds, 0.02% hits;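 active means GFP response relative to DMSO above a set limit, near screen average plus 3 SD, cut at about 150% in these data; inconclusive means fewer than 70 cells counted for the yeast strain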;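 further: median GFP channel fluorescence of the gated AGP1 strain per well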
MEX-5 binding: C. elegans MEX-5 TCR-2 RNA binding activity; Q9XUB2; MEX-5/FITC-TCR2 RNA binding, fluorescence polarization; stronger effect = lower value; activity score (negative = inhibition of binding), % at 10 µM; 300,000 compounds, 0.38% hits; AID 1832;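 active means inhibition past about -25% in most replicates, and total fluorescence under double the plate's negative control median, limit read from the data; inconclusive means replicates evenly split on the limit, or fluorescence at least double controls; inactive means too little inhibition in most replicates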;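 further: 0% = DMSO and -100% = 5 µM competing unlabeled TCR2 RNA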
BCLXL inh: Bcl-xL (human) inhibition. GST-Bcl-xL / FITC-Bim BH3 peptide fluorescence polarization. inhibition, % at 10.9 µM. 320,000 compounds, 0.7% hits;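 active means inhibition above the mean of all tested compounds plus 3 SD, cutoff set per campaign, cut at about 30% in these data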;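 further: 0% = DMSO wells and 100% = unlabeled Bim-BH3 peptide competitor; inhibitors lower millipolarization by displacing the labeled peptide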
CIT2 TOR yeast: modulators of TOR pathway CIT2-GFP in S. cerevisiae; S. cerevisiae CIT2-GFP strain, flow cytometry, 3 h; 100 means same as DMSO wells; GFP response vs DMSO, % at 10 µM; 320,000 compounds, 0.065% hits;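 active means GFP response relative to DMSO above a set limit, near the screen mean plus 3 SD, cut at about 150% in these data; inconclusive means Fewer than 70 cells measured for a yeast strain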;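 further: ratio of well median GFP fluorescence to mean of DMSO wells on the plate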
Yeast superoxide: yeast age-related superoxide inhibition as caloric restriction mimetic. 330,000 compounds, 0.18% hits. superoxide response (% of plate mean), % at 10 µM. S. cerevisiae aged cells, superoxide DHE fluorescence; stronger effect = lower value;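 active means superoxide response under a set limit, about three screen SD below normal, cut at about 65% in these data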;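 further: yeast aged for seven days with compound at 30 °C before DHE staining; 100% = average MFI of all compound-treated wells on the plate with controls excluded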
GRK2 inh: blocks RNA aptamer binding to human GRK2 | P25098 | bead flow cytometry, FAM-aptamer displacement from GRK2 | inhibition of aptamer binding, % at 10 µM | 330,000 compounds, 0.59% hits;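 active means inhibition of aptamer binding above 40%, roughly 3 SD of noise, on plates passing a quality check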;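 further: median bead fluorescence of bound FAM aptamer so fluorescent compounds give negative values; no value below 0 was filed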
MCL1-BIM inh: disrupts human MCL1 binding to BIM-BH3 peptide | GST-MCL1 / FITC-Bim-BH3 fluorescence polarization | 320,000 compounds, 0.68% hits | inhibition, % at 10.9 µM | Q07820;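 active means inhibition above the mean inhibition of all tested compounds plus 3 SD, set per campaign, cut at about 40% in these data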;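 further: 0% = DMSO wells and 100% = unlabeled Bim-BH3 peptide control; higher means more loss of mP so more displacement of Bim peptide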
GLD-1 TGE inh: GLD-1-TGE RNA interaction inhibition (C. elegans). Q17339. purified GLD-1 + fluorescein TGE RNA, fluorescence polarization. inhibition, % at 5.96 µM. 320,000 compounds, 0.44% hits;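 active means percent inhibition above a per-plate cutoff, the plate mean of test compounds plus 3 SD, cut at about 30% in these data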;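 further: 0% = DMSO wells with GLD-1 and probe and 100% = wells lacking GLD-1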
VLA-4 inh: inhibition in a human VLA-4 binding assay; VLA-4 expressing cells, ligand binding flow cytometry; inhibition, % (about 7 µM as worked out from the volumes in the protocol); 330,000 compounds, 0.2% hits; AID 2557; in the data active means inhibition above about 50%
Target sequence (P13612 whole entry, looked up): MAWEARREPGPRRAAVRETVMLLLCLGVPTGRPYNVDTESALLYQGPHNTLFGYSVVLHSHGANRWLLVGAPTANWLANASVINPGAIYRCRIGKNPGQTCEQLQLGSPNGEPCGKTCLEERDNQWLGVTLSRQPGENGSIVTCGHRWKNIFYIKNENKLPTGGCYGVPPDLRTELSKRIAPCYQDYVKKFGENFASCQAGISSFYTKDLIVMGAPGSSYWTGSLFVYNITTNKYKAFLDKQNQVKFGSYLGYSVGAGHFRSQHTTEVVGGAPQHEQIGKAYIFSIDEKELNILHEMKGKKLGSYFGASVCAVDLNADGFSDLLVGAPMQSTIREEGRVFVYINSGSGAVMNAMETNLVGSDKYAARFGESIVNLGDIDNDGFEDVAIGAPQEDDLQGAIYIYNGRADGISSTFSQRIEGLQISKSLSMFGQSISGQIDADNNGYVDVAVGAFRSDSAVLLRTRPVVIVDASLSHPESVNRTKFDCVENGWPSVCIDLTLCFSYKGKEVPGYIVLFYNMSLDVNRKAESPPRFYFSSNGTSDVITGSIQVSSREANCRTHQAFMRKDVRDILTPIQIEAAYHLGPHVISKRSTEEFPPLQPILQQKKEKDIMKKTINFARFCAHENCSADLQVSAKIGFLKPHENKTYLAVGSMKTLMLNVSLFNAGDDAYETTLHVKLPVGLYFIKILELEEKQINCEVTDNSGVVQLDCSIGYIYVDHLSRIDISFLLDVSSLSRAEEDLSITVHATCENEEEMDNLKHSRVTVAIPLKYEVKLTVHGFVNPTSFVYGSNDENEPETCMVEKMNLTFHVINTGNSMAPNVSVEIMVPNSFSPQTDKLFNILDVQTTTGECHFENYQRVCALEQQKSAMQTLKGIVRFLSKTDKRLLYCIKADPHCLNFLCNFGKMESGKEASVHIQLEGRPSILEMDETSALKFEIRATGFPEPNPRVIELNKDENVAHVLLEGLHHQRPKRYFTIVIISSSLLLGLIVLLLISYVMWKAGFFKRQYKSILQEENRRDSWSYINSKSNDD
* hit, by the source's call; ? = inconclusive; nt = no result given.

canonical_smiles	AGP1 TOR yeast	MEX-5 binding	BCLXL inh	CIT2 TOR yeast	Yeast superoxide	GRK2 inh	MCL1-BIM inh	GLD-1 TGE inh	VLA-4 inh
O=C(OCc1cccc([N+](=O)[O-])c1)c1ccncc1	98	0.0	1	108	108	2	-1	-1	-13
CC(C)NC(=O)C1CCN(C2CCN(Cc3nc4ccccc4s3)CC2)CC1	102	-0.1	-2	103	106	4	-10	6	17
CCCOc1ccccc1-c1nc(SCCC(=O)O)n[nH]1	96	-0.9	-1	96	92	0	1	7	2
O=C(c1ccc2c(=O)n(Cc3ccccc3Cl)c(=S)[nH]c2c1)N1CCCC1	96	0.1	3	101	95	0	-4	5	20
N=C1SC(CC(=O)Nc2ccc([N+](=O)[O-])cc2)C(=O)N1c1ccccc1 (centres undefined)	99	-2.6	-6	94	104	1	-3	-5	-11
Cc1ccc(C(=O)N/C(=C/c2cccnc2)C(=O)NCc2ccco2)cc1	106	0.0	-2	97	95	0	-2	-7	-21
Oc1ccccc1-c1nc2c3ccccc3c3ccccc3c2[nH]1	85	-1.1	-6	104	103	3	-3	7	1
COc1ccc(CNC(=O)COC(=O)c2ccc3c(c2)OCCO3)cc1	101	-1.9	2	95	105	58*	-1	4	11
CC(NC(=O)COC(=O)c1ccc2c(=O)n3c(nc2c1)CCCCC3)c1ccccc1 (centres undefined)	105	nt	0	103	113	0	1	2	12
O=C(O)CCCCCN1C(=O)C(O)=C(C(=O)/C=C/c2ccccc2)C1c1ccc2c(c1)OCO2 (centres undefined)	96	-2.2	2	90	98	7	2	10	6
Nc1nc(NCCOCCO)nc(Nc2cccc(F)c2)c1[N+](=O)[O-]	105	0.8	nt	109	94	3	nt	nt	-1
CCOC(=O)C1=NN(c2ccc(OC)cc2)C(c2ccccc2)CC1=O (centres undefined)	104	0.6	2	89	111	2	-1	-10	31
O=c1c2ccccc2nc2n1C(CSc1ccc(Cl)cc1)CN2 (centres undefined)	102	-0.1	5	104	93	0	0	7	-5
COc1ccc(O)c(-c2cc(-c3cccs3)[nH]n2)c1	89	2.2	3	98	93	2	5	7	0
O=C(c1ccc(COc2ccccc2[N+](=O)[O-])o1)N1CCCCC1	93	-0.8	0	107	105	0	-3	4	12
CCC(=O)Nc1cccc(NC(=O)c2cc3ccccc3o2)c1	101	0.3	0	107	80	0	-2	-1	19
O=C(NC1CCCCC1)N1CCNCC1	100	0.2	nt	101	105	3	nt	nt	3
c1ccc(C2C3=C(Nc4ncnn42)c2ccccc2CCC3)cc1 (centres undefined)	88	0.5	0	84	100	0	6	0	9
CC(C)NC(=O)N(C)C[C@H]1Oc2ccc(NC(=O)c3ccncc3)cc2C(=O)N([C@H](C)CO)C[C@@H]1C	101	nt	nt	89	124	0	nt	5	21
COC(CNc1ncnc2c1cnn2C)OC	98	3.4	3	105	88	0	6	6	4
Nc1nc(SCC(=O)N2CCN(S(=O)(=O)c3ccc(Cl)cc3)CC2)n[nH]1	89	-0.6	6	98	96	0	0	-4	18
Cc1cc(C)c(OCC(=O)N2CCN(c3ncc(C(F)(F)F)cc3Cl)CC2)c(C)c1	86	3.6	-2	98	97	80*	-6	9	6
Cc1cc(=O)oc2cc(OCC(=O)N3CCOCC3)c(Cl)cc12	112	nt	nt	105	89	0	nt	4	19
COc1ccc2nc(-c3ccco3)c(-c3ccco3)nc2c1	73	-10	49*	96	98	14	88*	23	-18
CC(CCc1ccccc1)NC(=O)COC(=O)c1cccc2ccccc12 (centres undefined)	96	0.0	-2	102	84	0	-1	-7	32
CCCCCCNC(=O)C(C#N)c1nc2ccccc2nc1N1CCCC1 (centres undefined)	71	?	-57	102	110	5	5	-117	-14
CCN(CC)c1ccc(/C=N/OCC(=O)N2CCCc3ccccc32)cc1	98	2.5	11	110	95	0	9	-5	6
CC1CCC(NC(=O)c2cc3c(s2)CCCC3)CC1 (centres undefined)	101	1.3	2	91	93	0	5	6	-2
COc1cc(CNc2ccc3[nH]c(=O)[nH]c3c2)ccc1OCc1ccc(C)cc1	101	-1.0	nt	106	105	1	nt	nt	1
O=[N+]([O-])c1ccc(CSc2nnc(SCc3ccccc3)s2)cc1	92	-3.2	-12	98	109	0	-13	1	-9
Cc1ccccc1C(=O)OC1OC(=O)C(Cl)=C1N1CCOCC1 (centres undefined)	102	1.7	2	103	99	2	1	4	12
CC(C)n1cc(/C=N/Nc2ccc(Cl)c(C(=O)O)c2)c2ccccc21	98	-1.5	12	102	105	34	10	-3	-1
COc1ccc(S(=O)(=O)N2CCC(O)(c3ccc(Cl)cc3)CC2)cc1	92	0.4	-2	nt	92	0	-1	1	1
CNC(=O)c1cnn(-c2nc(-c3ccc(OC)cc3)cs2)c1C(F)(F)F	99	-0.9	0	102	99	0	-13	0	-13
CCCCOc1ccc(NC(=O)Nc2nnc(C)s2)cc1	96	-0.7	3	101	116	0	1	7	-8
O=C(Cn1nc(-c2cccc([N+](=O)[O-])c2)c2ccccc2c1=O)Nc1cccnc1	100	-1.3	1	91	135	0	2	-2	5
CC(C)c1ccc(/C=C/c2ccc(=O)n(C)n2)cc1	96	2.5	1	96	93	1	-2	9	7
CC(=O)N(C(C)=O)c1nc(-c2ccccc2)cn1/N=C/c1cccc([N+](=O)[O-])c1	105	-2.4	-4	95	107	0	-2	6	-3
O=C(CNCc1ccco1)Nc1ccc(N2CCCCCC2)cc1	95	0.0	4	90	93	1	-5	5	8
Cc1cnc(C(=O)OCC(=O)Nc2sc3c(c2C(N)=O)CCCC3)cn1	100	nt	6	102	102	0	13	7	22
CC1(C)CC(=O)C(C(C2=C(O)CC(C)(C)CC2=O)c2cccs2)C(=O)C1 (centres undefined)	96	-1.3	8	105	114	1	3	4	1
C/C(=N\O)c1ccc(N2C(=O)C3CC=C(Cl)CC3C2=O)cc1 (centres undefined)	91	-0.7	-1	92	93	1	-6	3	3
O=C1Nc2ccccc2C12OCCO2	101	-1.6	3	101	88	0	0	0	1
CCc1cc(C(=O)OC)c(NC(=O)CCCC(=O)O)s1	100	-0.5	6	108	137	3	6	3	-1
Nc1ncccc1C(=O)OCC(=O)NC1CCCCCC1	118	nt	28	105	88	7	29	13	-11
COc1ccc(CNC(=O)C2CCCN(Cc3nc(-c4cccc(C)c4)oc3C)C2)cc1 (centres undefined)	105	-0.3	0	101	107	0	13	-11	-10
CCc1ccc(-c2nc(CS(=O)CC(=O)NCc3ccccc3)c(C)o2)cc1 (centres undefined)	107	-1.1	-2	115	127	0	-1	-7	0
Cc1ccc(CS(=O)(=O)CCC(=O)NC2CC2)cc1	114	-0.2	-4	120	104	2	-3	6	-10
C/C(N)=C(/C#N)C(=O)CN1CCCCC1	101	0.3	4	101	109	0	1	-1	4
O=C(CCCOc1ccccc1)N1CCN(C(=O)c2ccco2)CC1	101	0.4	0	97	91	0	-3	8	8

Additional compounds
canonical_smiles	AGP1 TOR yeast	MEX-5 binding	BCLXL inh	CIT2 TOR yeast	Yeast superoxide	GRK2 inh	MCL1-BIM inh	GLD-1 TGE inh	VLA-4 inh
COc1ccc(CCNC(=O)/C=C/c2ccc3ccccc3n2)cc1OC	100	-2.6	6	102	93	3	1	-4	11
O=C1Nc2ccccc2C(O)(C(=O)NCc2ccc3c(c2)OCO3)N1c1ccc(Cl)c(Cl)c1 (centres undefined)	97	-0.5	0	96	111	0	-2	0	6
CN(CC(=O)Nc1cccnc1)S(=O)(=O)c1ccc(Br)cc1	103	-2.4	1	90	90	0	3	1	5
Cc1nn(C)c(C)c1CN(Cc1nc(-c2ccc(F)cc2F)oc1C)C1CC1	111	-0.4	3	94	84	1	5	-1	-5
CCCC(=O)Nc1cccc(-c2nc3ccccc3o2)c1	92	-4.1	2	88	94	1	2	0	2
C/C(=N\OCC(=O)Nc1cc(C)cc(C)c1)c1ccc2c(c1)OCCO2	95	0.7	-5	91	99	0	-8	11	-1
N#CC1=C(N)Oc2n[nH]c(-c3ccccn3)c2C1c1c(F)cccc1Cl (centres undefined)	91	-1.4	5	94	111	7	14	5	-15
Cc1cc(C(=O)Nc2nnc(-c3ccccc3)s2)no1	99	1.2	5	94	105	0	4	8	-5
COC(=O)C1=C(C)NC(C)=C(C(=O)OC)C1c1ccc(-c2cc(Cl)ccc2Cl)o1	101	-1.0	6	96	103	0	5	3	-10
O=[N+]([O-])c1ccc(C[n+]2ccccc2)cc1	91	-1.7	-4	116	102	1	-4	6	-9
CC1C(=O)N2CCCc3cc(NC(=O)c4ccccc4C(F)(F)F)cc1c32 (centres undefined)	101	-1.1	7	100	103	0	4	9	10
O=C(NCC(c1cccs1)N1CCOCC1)c1cn(-c2ccccc2)nc1-c1ccc(Cl)cc1 (centres undefined)	100	-0.9	-2	91	97	1	-2	3	-4
CCOC(=O)CN1N=C(/C=C/c2ccc(OCC)cc2)CCC1=O	96	-1.2	1	100	113	1	1	8	6
CC(=O)C1=C(O)C(=O)N(c2cc(C(C)(C)C)on2)C1c1ccc(C(C)C)cc1 (centres undefined)	97	0.1	-4	96	98	4	-2	4	-1
COc1ccc(C2=NS(=O)(=O)N(C)C(C(=O)N3CCCCC3)=C2)cc1OC	86	-0.8	0	93	95	2	-9	7	7
Cc1cccc(NC(=O)C2CC(O)CN2C(=O)OCc2ccccc2)c1 (centres undefined)	95	-1.9	6	93	93	0	-1	1	2
CSc1nc2nc3c(cc2c(=O)n1-c1ccc(C)cc1)COC(C)(C)C3	104	0.5	-12	100	100	0	-7	-2	16
C=CCN(CC=C)CCCOc1ccc(Br)cc1Cl	100	1.1	4	103	83	0	13	2	1
CCCSc1nc2c(c(=O)n(C)c(=O)n2C)n1Cc1ccc(C)cc1	90	0.7	-3	94	83	1	-3	1	8
O=C(COC(=O)c1ccc(O)cc1O)c1ccc(Cl)cc1	97	-3.7	0	88	111	1	-8	7	29
Cc1nc2cc(NC(=O)NC(C)(C)C)ccc2n1C	93	-0.5	6	92	89	2	3	1	25
COc1ccc(NS(=O)(=O)c2ccc(O)c(NC(=O)c3ccc(S(=O)(=O)N4CCCCCC4)cc3)c2)cc1	103	-1.6	4	105	98	3	-4	10	-72
CCn1c(SCC(=O)C(C)(C)C)nnc1-c1ccccn1	104	1.2	0	100	84	1	-2	-7	8
Cn1cccc1Cc1nnc(SCC(=O)N2CCc3ccccc32)n1CCc1ccccc1	104	-1.4	-3	103	93	0	1	3	38
CCS(=O)(=O)N1CCN(S(=O)(=O)c2ccccc2[N+](=O)[O-])CC1	98	-0.2	-3	nt	105	0	-10	-6	11
CCN(CC)S(=O)(=O)c1ccc(C)c(NC(=O)CNc2cccc(S(=O)(=O)N3CCOCC3)c2)c1	104	0.1	1	96	88	1	-1	8	-6
CCOC(=O)c1nnn(-c2ccccc2)c1C	98	0.3	7	100	82	3	9	0	7
COCC(=O)N/N=C(\C)CC(=O)Nc1ccccc1C(N)=O	106	-0.5	0	105	81	2	5	-1	1
